High-throughput results from PubChem BioAssay.
TGFb inhibitor: qHTS for Inhibitors of TGF-b | HepG2 CAGA-GFP TGF-b/SMAD3 reporter, GFP fluorescence, 18 h; TGF-beta stimulated, 500 pg/mL final | Potency, µM (top dose mostly 46.1 µM), without a hit: at the highest dose activity, negative = inhibition, hits mostly inhibitors | 1.2% of 410,000 active | AID 588855, 2011; also: potency is read from the fitted curve at half-maximal effect; % is scaled to controls: 0 for no effect and ±100 for the full control effect; nearly all actives have a fitted effect of over 65% in size
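Using HEPG2 CAGA-GFP reporter cells at 1000 cells/well, we pinned test compounds, stimulated with recombinant TGF-beta (500 pg/mL final) and measured total well GFP after 18 h.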
Abeta yeast res: qHTS for compounds that reverse cellular toxicity of Amyloid beta (A-beta) peptide in yeast: Primary Screen; 0.063% of 410,000 active; yeast expressing A-beta42, growth rescue, OD600, 48 h; response scale: 0% DMSO, 100% iron-clioquinol control; Potency, µM (series often up to 46.1 µM), inactives show top-dose growth rescue, usual class: activators; AID 1347071, 2019; also: potency is read from the fitted curve at half-maximal effect; nearly all actives have a fitted effect of over 55% in size
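Yeast A-beta toxicity model in growth medium with pinned compounds, 48 h at 30 C; growth read as absorbance at 600 nm. Normalized to FeCl3/clioquinol equimolar mix (positive) and DMSO (negative).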
A549 viability: Nrf2 qHTS screen for inhibitors: counterscreen for cytotoxicity | A549 ARE-Fluc cells, CellTiter-Fluor viability, 18-24 h | Potency, µM (titrated, usually from 46 µM), for the others: at the top dose activity change, negative = cytotoxicity, most hits filed as inhibitors | 0.16% of 390,000 active; also: potency is read from the fitted curve at half-maximal effect; % is scaled to controls: 0 for no effect and ±100 for the full control effect
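Cytotoxicity counterscreen: CellTiter-Fluor fluorescence was measured in A549 ARE_Fluc cells after 18-24 h of compound exposure in a concentration series. The subsequent BugLite luminescent read reports ARE-luciferase activity.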
CCT modulator: High-Throughput Screening for Modulators of Cytosolic Chaperonin Activity; activity change, % (no concentration beside the values), hits read low; purified chaperonin ATPase assay, HTRF ADP detection, 30 min; AID 651819, 2012; 0.3% of 360,000 active; in the data active = activity change below about -30%; also: % is scaled to controls: 0 for no effect and ±100 for the full control effect
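Enzyme 40 or 20 nM (batch-dependent) in Tris pH 7.4/KCl/MgCl2/DTT; cpd 76 uM single point; ATP 10 uM; 30 min 37 °C; Transcreener ADP HTRF detection, 30 min RT; ratio 665/615.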
Nrf2 ARE act: qHTS of Nrf2 Activators. AREc32 ARE-luciferase reporter (MCF7-derived line), luminescence, 24 h. 0.31% of 410,000 active. Potency, µM (top dose mostly 46.1 µM), for the others: at the top dose activation, actives largely listed as activators; also: potency is read from the fitted curve at half-maximal effect; % of control where 0% means no effect; nearly all actives have a fitted effect of over 65% in size
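ARE-driven firefly luciferase activity in AREc32 cells measured after a 24 hr compound exposure at 37 deg C, using Steady-Glo reagent and a 30 min room-temperature hold.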
Mm-Cpn inhibitor: Inhibitors of TCP-1 ring complex (TRiC) of Methanococcus maripaludis (MmCpn): qHTS. Chaperonin Mm-Cpn (Methanococcus maripaludis). purified Mm-Cpn ATPase, ADP Transcreener TR-FRET. Potency, µM (series often up to 76.9 µM), for the others: at the top dose activity, negative = inhibition, most hits filed as inhibitors. 0.031% of 330,000 active. AID 504842, 2011; also: potency is read from the fitted curve at half-maximal effect; % is scaled to controls: 0 for no effect and ±100 for the full control effect; nearly all actives have a fitted effect of over 80% in size
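ATPase read-out: TR-FRET ADP immunoassay (anti-ADP Eu cryptate vs ADP-d2), ex 320 nm, em 590/665 nm; signal drops as ADP forms. Enzyme 25 nM, ATP 10 uM, 30 min at 37°C after 10 min compound preincubation.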
pAkt inh: HTS Assay for Inhibitors of Akt Phophorylation: Primary Screen. activity change, % for hits at 50 µM. 0.32% of 360,000 active. Neuro2A IGF-stimulated pAkt S473 HTRF, 20 min; stronger effect = lower value; in the data active = activity change below about -80%; inconclusive = mostly about -51% to -80%; also: % is scaled to controls: 0 for no effect and ±100 for the full control effect
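Neuro2A cells (4,500/well, DMEM with 0.5% FBS) were treated with compound at a single 50 µM final concentration, stimulated with 6 nM IGF for 20 min at 37 °C, and lysed. Phospho-Akt Ser473 was read by HTRF as 665/615 ratio ×10^4.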
HepG2 viability: qHTS for Inhibitors of TGF-b: Cytotox Counterscreen | Potency, µM (top dose mostly 46.1 µM), for inactives: at the top dose activity change, negative = cytotoxicity, hits mostly cytotoxic | 0.76% of 410,000 active | AID 588856, 2011 | HepG2 CAGA-GFP viability, ATP luminescence, 18 h; also: potency is read from the fitted curve at half-maximal effect; some results filed as inactive show a strong effect at the top dose
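HepG2 CAGA-GFP cells (1000/well, DMEM with 1% FBS) received compound, then TGF-beta at 500 pg/mL final, and were incubated 18 hours at 37 degrees C. Viability was read by CellTiter-Glo luminescence. Media-only wells were set as complete cell-killing and DMSO as no toxicity.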
Nrf2 block: Nrf2 qHTS screen for inhibitors; 2.1% of 360,000 active; Potency, µM (doses to about 46 µM), without a hit: top-dose activity change, negative = inhibition, actives largely listed as inhibitors; AID 504444, 2011; A549 ARE-Fluc reporter, luciferase luminescence, 18-24 h; also: potency is read from the fitted curve at half-maximal effect; % is scaled to controls: 0 for no effect and ±100 for the full control effect; nearly all actives have a fitted effect of over 60% in size
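A549 ARE_Fluc cells, 5000/well, 5% FBS OPTI-MEM; compounds in dose-response, 18-24 h at 37 °C/5% CO2; CellTiter-Fluor viability read (Ex 405/Em 525), then BugLite luciferase luminescence = Nrf2 activity.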
* hit, by the source's call; i = inactive; ? = inconclusive; . = not tested or not shown; & = joins results of further samples; [ ] = another dose, or the depositor's remark. Unless noted, calls follow the shape of the dose curve; as a rule, active = well fitted curve in the direction sought with a large enough effect; inconclusive = small, poorly fitted or top-dose-only effect, or another doubt; inactive = no such curve, though single readings can be large; an effect the other way counts as inactive or inconclusive. Not a hit list; about 4.3% have a hit in one of these screens.

SMILES | TGFb inhibitor | Abeta yeast res | A549 viability | CCT modulator | Nrf2 ARE act | Mm-Cpn inhibitor | pAkt inh | HepG2 viability | Nrf2 block
CC1C/C(=N/O)C(C)CN1 (centres undefined) | ? | 3% | 1% | -0.3 | 0.2% | 2% | i | 15% | 13%
CCOC(=O)c1c(C)c(C)n(Cc2ccc(OC)c(OC)c2)c1C | ? | -16% | 0% | -2.8 | 3.6% | -1% | i | -11% | ?
CC1Cc2nc(SCC(=O)Nc3ccc4c(c3)OCCO4)n(C)c(=O)c2S1 (centres undefined) | ? | -4% | -2% | -0.1 | 0.7% | -5% | i | -25% | -23%
O=C(N/N=C\C=C\c1ccc(Br)cc1)c1ccc2c(c1)OCO2 | -1% | -4% | -14% | -1.4 | 2.2% | -1% | i | -7% | -26%
COC(=O)CSc1nnc(-c2ccc(OC)cc2OC)o1 | 27% | 6% | 11% | -2.4 | -0.5% | 2% | i | 3% | 3%
COc1ccccc1N1CCN(C(=O)CCC(=O)O)CC1 | 0% | -13% | 5% | -0.7 | -0.9% | 0% | i | 7% | -5%
COCC(=O)N1CCN(c2cccc(Cl)c2)CC1 | 6% | 1% | 4% | -2.9 | 0.7% | -2% | i | 0% | -7%
COC(=O)C(Cc1ccccc1)NS(=O)(=O)c1cc(Br)ccc1Br (centres undefined) | 3% | . | -1% | . | . | . | . | 15% | 19%
Cc1cc(C)cc(C(O)c2ncc(-c3ccc4ccccc4c3)[nH]2)c1 (centres undefined) | ? | -2% | . | 0.4 | -0.8% | . | i | -100% | .
O=C(Nc1cccc(-n2cnnn2)c1)c1cccnc1 | 27% | . | -3% | -1.0 | -0.3% | 2% | i | 28% | 0%
COc1ccc(-c2[nH]c(-c3ccc4c(c3)OCO4)nc2-c2ccccc2)cc1 | ? | -26% | ? | -0.1 | -1.1% | -1% | i | -26% | 21µM*
COc1ccc(Cn2cc(CN3CC(N4CCSCC4)CS3(=O)=O)nn2)cc1 (centres undefined) | . | -9% | . | 0.9 | -0.6% | . | i | . | .
CN(C(=O)c1cccc(S(=O)(=O)N2CCCC2)c1)C1CCCCC1 | 2% | 9% | 1% | 2.7 | -0.2% | 0% | i | -5% | -7%
Cc1nc(C)c(-c2csc(Nc3ccc(O)cc3C)n2)s1 | -1% | -4% | -13% | 2.1 | 22% | -4% | i | 2% | -16%
COc1cccc(NC(=O)C2(C)CCN2Cc2cccc(OC)c2F)c1 (centres undefined) | -4% | 4% | . | -1.6 | 3.1% | . | i | -28% | .
Cc1ccn2c(-c3csc(NCc4ccccc4)n3)c(C)nc2c1 | ? | 24% | ? | -1.1 | 5.6% | -1% | i | -22% | 26µM*
O=C(NNc1ccccc1Br)C(=O)n1ccc2ccccc21 | -5% | 10% | 14% | 0.3 | 4.9% | 2% | i | 4% | 12%
O[C@@H]1C[C@H](c2ccccc2)N(Cc2cccs2)C[C@H]1n1cc(C2CC2)nn1 | 2% | 2% | . | 1.9 | 4.3% | . | i | -18% | .
O=C(NCC(c1ccco1)N1CCN(c2ccccc2)CC1)C(=O)NC1CCCCC1 (centres undefined) | -9% | 15% | -7% | -2.3 | 0.0% | ? | i | -11% | -7%
O=C(NC1CCCCC1)C1CC(O)CN1C(=O)OCc1ccccc1 (centres undefined) | 13% | 7% | -6% | -1.4 | 3.4% | -1% | i | -9% | -4%
COc1ccc(C(=O)COC(=O)/C=C/c2ccccc2)c(OC)c1 | 8% | -5% | 14% | -0.8 | 2.7% | -6% | i | -2% | 9%
O=C(NC(c1ccccc1)c1ccccc1)C1CCCN(S(=O)(=O)c2cnc[nH]2)C1 (centres undefined) | ? | -13% | 0% | 0.1 | 0.5% | 1% | i | 4% | 14%
O=C(NCc1ccccn1)[C@@H]1CCCN1C(=O)[C@@H]1CCCN1 | . | -10% | . | -1.2 | -0.6% | . | i | . | .
CCN(CC)CC(O)Cn1c(C)c(-c2ccccc2)c2cc([N+](=O)[O-])ccc21 (centres undefined) | ? | -2% | -4% | 0.4 | 9.9% | 1% | i | -103% | ?
CCOC(=O)c1cn(CC#N)c2cc(F)c(F)cc2c1=O | 5% | -18% | 2% | -0.5 | 0.1% | -1% | i | -42% | 5%

Single records, from the list above. Values in the order: TGFb inhibitor | Abeta yeast res | A549 viability | CCT modulator | Nrf2 ARE act | Mm-Cpn inhibitor | pAkt inh | HepG2 viability | Nrf2 block
`CC1Cc2nc(SCC(=O)Nc3ccc4c(c3)OCCO4)n(C)c(=O)c2S1` (centres undefined) is entered as ? | -4% | -2% | -0.1 | 0.7% | -5% | i | -25% | -23%
`COc1cccc(NC(=O)C2(C)CCN2Cc2cccc(OC)c2F)c1` (centres undefined) is entered as -4% | 4% | . | -1.6 | 3.1% | . | i | -28% | .
`CCOC(=O)c1cn(CC#N)c2cc(F)c(F)cc2c1=O` is entered as 5% | -18% | 2% | -0.5 | 0.1% | -1% | i | -42% | 5%

The listing continues:
SMILES | TGFb inhibitor | Abeta yeast res | A549 viability | CCT modulator | Nrf2 ARE act | Mm-Cpn inhibitor | pAkt inh | HepG2 viability | Nrf2 block
Cc1ccc2cc(C)c3nnc(SCc4ccc(C(=O)O)cc4)n3c2c1C | -7% | 9% | 0% | 0.3 | 0.1% | -5% | i | -98% | ?
Cc1nc(CN2CCN(C(=O)c3ccc(C(C)(C)C)cc3)CC2)cs1 | -2% | 6% | 0% | -0.1 | 0.9% | -1% | i | -17% | 2%
Cc1nc2nc[nH]n2c(=O)c1NC(=O)CC12CC3CC(CC(C3)C1)C2 | 12%&4% | -22%&3% | -1%&2% | -0.7&1.6 | -1.1%&-0.1% | -1%&-2% | i | 3%&5% | 11%
CC1CN(c2cc(=O)n(-c3ccccc3)c(=O)[nH]2)CC(C)O1 (centres undefined) | -5% | 6% | 8% | -3.2 | -0.2% | -1% | i | -5% | 18%
Cc1ccc(S(=O)(=O)Nc2cc(-c3ccc(Cl)cc3)nn2C)cc1 | -18% | 3% | 5% | -0.7 | 4.0% | -2% | i | -28% | -1%
COc1ccc(S(=O)(=O)n2nc(C)c(S(=O)(=O)N3CCOCC3)c2C)cc1 | 15% | 11% | 2% | -0.6 | -0.5% | 0% | i | -13% | 15%
CC[C@H](C)[C@@H](C(=O)NCCCCCCCCCCC(=O)N1CCN(C(=O)OC(C)(C)C)CC1)n1cc(CCCCCNC(=O)OC(C)(C)C)nn1 | ? | -12% | -6% | 1.0 | 4.5% | 0% | i | -30% | 5.8µM*
Cc1nc2nc3c(c(=O)n2[nH]1)CCC3 | -8% | -6% | 2% | -0.3 | -0.1% | 0% | i | 5% | -3%
CN(C)c1cc[n+](Cc2ccccc2)cc1 | ? | 3% | ? | -1.2 | 0.0% | 0% | i | 4% | .
Cc1ccc(Nc2nnc(-c3ccccc3N)o2)cc1C | -15% | ? | 0% | -0.2 | 2.2% | -1% | i | -17% | ?
CC(C)/C=C1\CCc2c([nH]c3ccccc23)C1=O | -15% | 6% | 0% | -1.2 | 15% | -3% | i | -23% | ?
COc1ccc(C2C(C(=O)Nc3ccccc3)=C(C)N=C3SCC(=O)N32)cc1 (centres undefined) | 18% | 1% | -2% | 2.5 | 0.0% | 1% | i | -18% | 0%
O=C1[C@H]2[C@@H](c3ccc(F)cc3)N3C(=O)N(c4cccc(F)c4)C(=O)[C@@]3(Cc3ccccc3)[C@H]2C(=O)N1C1CCCCC1 | 5% | 4% | -5% | -2.6 | -0.7% | 0% | i | -14% | -15%
COc1ccccc1NC(=S)NC(=O)/C=C/c1ccco1 | ? | -19% | 11% | 0.8 | 6.3% | 2% | i | -11% | 10%
Cc1cc(C)c(S(=O)(=O)N2CC=C(c3ccccc3)CC2)c(C)c1 | 0% | -8% | 11% | -1.0 | 0.2% | -5% | i | -20% | 1%
COCCCNc1nc(CC(C)C)nc2c1nnn2Cc1ccccc1 | -4% | 11% | -1% | -4.1 | 5.8% | 2% | i | -26% | -27%
COc1ccccc1CCNS(=O)(=O)c1cn(C)nc1C | 17% | 10% | 2% | -1.6 | 0.4% | 1% | i | -31% | 8%
CCOC(=O)C1=C(C)Nc2nc(SC)nn2C1c1ccc(C(=O)OC)cc1 (centres undefined) | 3% | -13% | 28% | -1.4 | -0.2% | 1% | i | 2% | 11%
CCCOC(=O)c1ccc(NC(=O)C2C3C=CC(O3)C2C(=O)O)cc1 (centres undefined) | 0% | -90%[inhibitor] | -2% | -1.7 | 2.3% | -14% | i | 3% | -1%
CC(=O)c1ccc(NC(=O)C(C)N(C)CC(=O)Nc2cccc(F)c2)cc1 (centres undefined) | 8% | 11% | -3% | -1.1 | -0.5% | -1% | i | -10% | -29%
O=C(O)C(c1ccccc1)C(O)C1CC=CCC1 (centres undefined) | 20% | 28% | 3% | 1.7 | 0.6% | . | i | -5% | -12%
CCn1c(SCC#N)nc2cc(S(=O)(=O)N3CCOCC3)ccc21 | -7% | -2% | -1% | 0.2 | 3.2% | -3% | i | 0% | 2%
Cc1ccc(N(Cc2cc3cc(C)ccc3[nH]c2=O)C(=O)c2cccs2)cc1 | 6% | -5% | -5% | -2.0 | -0.4% | 2% | i | -20% | 14%
CC1CN(c2cc(=O)n(Cc3ccc(F)cc3)c(=O)[nH]2)CC(C)O1 (centres undefined) | 9% | 3% | 5% | -2.8 | -0.1% | -1% | i | 0% | 13%
